# From PubChem
# TRPV1 ag – agonists of human vanilloid receptor 1 (TRPV1). Q8NER1. TRPV1-expressing cells, Fluo-8 calcium influx, agonist mode. activation, % at 8.33 µM. 320,000 compounds, 0.19% hits; in the data active means activation above about 80%; inconclusive means between about 30% and that limit; further: 0% is about no effect
# Target sequence (Q8NER1 whole entry, looked up): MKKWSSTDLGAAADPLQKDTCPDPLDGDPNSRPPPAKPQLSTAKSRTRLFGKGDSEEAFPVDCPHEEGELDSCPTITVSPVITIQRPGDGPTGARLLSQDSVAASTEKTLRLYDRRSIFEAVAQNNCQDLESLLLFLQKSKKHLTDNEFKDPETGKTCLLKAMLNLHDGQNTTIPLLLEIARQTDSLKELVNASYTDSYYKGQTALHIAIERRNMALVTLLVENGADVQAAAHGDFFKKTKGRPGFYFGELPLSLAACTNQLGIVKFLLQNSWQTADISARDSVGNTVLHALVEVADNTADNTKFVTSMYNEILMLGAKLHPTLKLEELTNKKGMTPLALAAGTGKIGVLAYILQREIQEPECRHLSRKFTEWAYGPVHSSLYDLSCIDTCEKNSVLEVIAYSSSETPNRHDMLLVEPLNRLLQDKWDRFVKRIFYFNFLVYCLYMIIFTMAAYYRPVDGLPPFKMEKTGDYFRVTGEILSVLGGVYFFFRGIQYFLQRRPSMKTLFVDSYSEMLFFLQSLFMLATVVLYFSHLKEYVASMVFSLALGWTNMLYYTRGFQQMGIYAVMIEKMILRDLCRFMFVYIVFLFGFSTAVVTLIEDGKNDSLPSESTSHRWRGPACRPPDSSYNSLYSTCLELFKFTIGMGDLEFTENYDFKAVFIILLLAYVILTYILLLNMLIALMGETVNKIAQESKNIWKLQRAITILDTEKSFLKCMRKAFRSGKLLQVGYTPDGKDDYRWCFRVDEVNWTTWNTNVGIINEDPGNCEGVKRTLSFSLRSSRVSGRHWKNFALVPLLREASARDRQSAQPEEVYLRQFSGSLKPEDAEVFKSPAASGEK
#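 Cells expressing TRPV1 were dye-loaded with Fluo-8 and read kinetically: 10 s baseline, 3 min after compound (agonist portion), then 2 min after EC20 capsaicin (allosteric enhancer portion). Calcium-bound dye fluorescence at 480/520 nm.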
# MLL CXXC-DNA inh – MLL CXXC-DNA interaction inhibition | MLL-CXXC / FITC-HOXA9 DNA fluorescence polarization | Potency, µM (titrated, usually from 115 µM), without a hit: at the highest dose activity change, negative = inhibition, actives largely listed as inhibitors | 290,000 compounds, 0.037% hits | AID 2662; active means well fitted inhibition curve with a large enough effect in the polarisation, with a control signal flat, not every such curve was filed as active; inconclusive means small, poorly fitted or top-dose-only effect, or effect the other way, or a change in a side signal; inactive means no such curve, though single readings can be large or run the other way; the % refers to the polarisation; further: potency means the concentration at half of the fitted maximal effect
#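 Steps: dispense CXXC domain solution (7 uM) → pin compounds or unlabeled HOX-A9 DNA control → 5 min ambient → add FLSN-HOX-A9 solution (50 nM) → spin → 30 min ambient → fluorescence polarization. Tris pH 7.5/NaCl/DTT/BSA buffer.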
# MBNL1 CUG block – inhibitors of human MBNL1 binding to CUG repeat RNA. TR-FRET MBNL1-His/biotin-(CUG)12 binding, 665/545 ratio. Q9NR56. 280,000 compounds, 0.036% hits. Potency, µM (titrated, usually from 57.5 µM), for inactives: top-dose activity change, negative = inhibition, usual class: inhibitors; active means well fitted inhibition curve with a large enough effect in the signal ratio, with a control signal flat, not every such curve was filed as active; inconclusive means small, poorly fitted or top-dose-only effect, or effect the other way, or a change in a side signal; inactive means no such curve, though single readings can be large or run the other way; the % refers to the signal ratio; further: potency means the concentration at half of the fitted maximal effect; on the % scale 0 is the no-effect control and ±100 the full control effect
#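 TR-FRET between His-tagged MBNL1 and biotin-(CUG)12 RNA, detected with Tb anti-His antibody (0.055 ng/ul) and streptavidin-XL665 (5 nM), 60 min at room temperature. Compounds titrated 92 nM to 58 uM; 665/545 nm ratio normalized to buffer and complex controls.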
# Coupling enz – coupling enzyme interference in Giardia aldolase counter-screen; AID 2472; activity change, negative = inhibition, % at 58.2 µM, hits read low; coupling enzyme system counterscreen, AmpLite Red fluorescence; 290,000 compounds, 0.67% hits; in the data active means activity change below about -30%; further: on the % scale 0 is the no-effect control and ±100 the full control effect
#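 Fluorescence at 525 nm excitation and 598 nm emission measured inhibition of the coupled detection system without aldolase. Compounds (at 57.5 uM final) were preincubated 10 min at room temperature with coupling enzyme reagent before a 20 min substrate/AmpLite Red step.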
# GALK inhibitor – blocks human galactokinase activity; Purified GALK, Kinase-Glo residual ATP luminescence; AID 1868; P51570; Potency, µM (series often up to 57.5 µM), inactives show at the top dose activity change, negative = inhibition, usual class: inhibitors; 270,000 compounds, 0.007% hits; further: potency means the concentration at half of the fitted maximal effect; on the % scale 0 is the no-effect control and ±100 the full control effect
#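 GALK at 5 nM final was combined with compound, 35 uM ATP and 100 uM galactose in HEPES pH8.0 with MgCl2 and DTT. The reaction ran one hour at room temperature before luminescent ATP detection.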
# KCNH2 WT inh – blocks the wildtype human KCNH2 potassium channel. Q12809. U2OS, BacMam KCNH2, thallium flux FluxOr; active compounds read low. activity change, % at 1.84 µM. 340,000 compounds, 0.37% hits. AID 720551;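 active means maximum activity change below -70%; inconclusive means maximum activity change between -70% and -50%; inactive means maximum activity change above -50%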; further: on the % scale 0 is the no-effect control and ±100 the full control effect
#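 U2OS cells transduced with wild-type KCNH2 virus are loaded with FluxOr dye for 45 min, and thallium flux is measured in kinetic reads before and after stimulation buffer. Rate constants are normalized to DMSO controls.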
# KCNH2 3.1 block – blocks the human KCNH2 3.1 channel isoform. 340,000 compounds, 0.95% hits. U2OS KCNH2 3.1, thallium flux FluxOr; active compounds read low. activity change, % (tested at about 1.8 µM);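 active means maximum activity change below -70%; inconclusive means maximum activity change from -70% to -50%; inactive means maximum activity change above -50%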;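 further: thallium influx rate constant from kinetic fluorescence after stimulation buffer; on the % scale 0 is the no-effect control and ±100 the full control effect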
#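 Normalized rate constant (relative to positive and negative DMSO controls) derived from a 2 min kinetic fluorescence read after stimulation; U2OS cells expressing the 3.1 isoform via virus at 1.77 x 10^8 /mL.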
# ASM inhibitor – blocks human secretory acid sphingomyelinase | P17405 | placental ASM, HMU-PC fluorogenic substrate, 60 min | Potency, µM (doses to about 57.5 µM), without a hit: at the top dose activity change, negative = inhibition, usual class: inhibitors | 340,000 compounds, 0.006% hits | AID 504937; further: potency means the concentration at half of the fitted maximal effect
#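 Human placenta-derived ASM preincubated with compound 10 min at room temperature, then reacted with 9 uM (final) fluorogenic HMU-PC substrate for 60 min at 37 C. Stop solution raises pH to 10; fluorescence read at Ex 386/Em 447 nm.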
# Integrin act MD – activates integrin-mediated alleviation for muscular dystrophy; Potency, µM (titrated, usually from 38.3 µM), for inactives: at the top dose activation, hits mostly activators; alpha7betagal myoblasts, beta-gal FDG fluorescence, 48 h; 350,000 compounds, 0.064% hits;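 further: potency means the concentration at half of the fitted maximal effect; 100% = response of the positive control SU9516; nearly all actives have a fitted effect of over 60% in size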
#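 alpha7betagal+/- myoblasts (passage 13, 250/well) treated 48 h at 37C with compounds at 1:260 dilution of DMSO stock. Lysed, then beta-galactosidase activity read as FDG fluorescence (ex 480/em 540) after 30 min, with pre-read for autofluorescence.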
# A-T KAP1 phos – potential ataxia-telangiectasia treatment | […] A-T fibroblasts, KAP-1 phosphorylation AlphaLISA; neocarzinostatin DNA damage 30 min before lysis | Potency, µM (series often up to 57.5 µM), for inactives: at the highest dose activation, most hits filed as activators | 320,000 compounds, 0.19% hits | AID 485349; further: potency means the concentration at half of the fitted maximal effect; % of control where 0% means no effect; nearly all actives have a fitted effect of over 45% in size
#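 ATM-like activity read as KAP-1 phosphorylation via AlphaLISA donor/acceptor antibody pairs after lysis and 6 hr at 25C. Cells were ATM-null patient fibroblasts ([…], hTERT), dosed 60 min, then exposed to the DSB inducer NCS for 30 min.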
# Numbers without * were called inactive; u = inconclusive; x = no result given; & = joins results of further samples; [ ] = dose if it differs, or a comment. Unless noted, the call rests on the fitted dose curve; in most records, active means well fitted curve in the direction sought with a large enough effect; inconclusive means small, poorly fitted or top-dose-only effect, or another doubt; inactive means no such curve, though single readings can be large; an effect the other way counts as inactive or inconclusive. A portion of the library; the hit share may differ from the screen's.
# Every second line gives: ASM inhibitor	KCNH2 3.1 block	TRPV1 ag	GALK inhibitor	Integrin act MD	A-T KAP1 phos	KCNH2 WT inh	Coupling enz	MBNL1 CUG block	MLL CXXC-DNA inh
[1] CCOC(=O)c1c(C)n(Cc2ccccc2)c2ccc(OCC(O)Cn3nc(C)nc3C)cc12 (centres undefined)
    -8%	5	3	0%	11%	4%	1	1	-7%	23%
[2] COc1ccc(-n2c(=O)[nH]c3ccccc3c2=O)cc1
    8%	-10	-7	3%	12%	7%	-1	3	20%	-9%
[3] S=P(N1CCCCCC1)(N1CC1)N1CC1
    -1%	-4	x	x	-4%	x	6	x	x	x
[4] N[C@@H](Cc1ccccc1)C(=O)N1C[C@H]2C[C@@H](C1)c1cccc(=O)n1C2
    2%	3	-2	x	0%	-4%	1	2	8%	-3%
[5] Fc1ccc(CCNCc2ccccc2Cl)cc1
    3%	1	-1	-1%	-3%	-1%	-1	1	4%	-5%
[6] Cn1c(O)c(C=Nc2ccc3c(c2)CCC3)c(=O)n(C)c1=O
    18%	-17	14	4%	6%	-2%	0	-1	-4%	16%
[7] CN(C)C(=O)Oc1ccc(OC(=O)N(C)C)cc1
    6%	0	2	2%	25%	3%	-4	-2	2%	-4%
[8] O=C(CCCN1CCC2(CC1)C(=O)NCN2c1ccccc1)c1ccc(F)cc1
    -1%	-81*	18	-1%	x	4%	-38	2&1&4&-3	0%	3%&-3%
[9] C=CCN1C(=O)NC(=O)/C(=C/c2ccc(OC)c(COc3ccc(NC(C)=O)cc3)c2)C1=O
    -2%	-7	x	0%	-12%	-9%	2	0	x	-14%
[10] O=[N+]([O-])c1ccccc1CCl
    0%	2	0	x	x	-8%	3	x	x	x
[11] C[C@]12CCC(=O)C=C1C=CC1C2CC[C@@]2(C)C1CC[C@@H]2O (some centres undefined)
    -1%	-2	x	x	-3%	x	4	x	x	x
[12] CCOCCc1c(O)[nH]c(=S)[nH]c1=O
    -1%	10	26	0%	-12%	7%	-6	1	u	0%
[13] O=[N+]([O-])c1ccc(N2CCNCC2)cc1NC1CC1
    x	x	1	x	x	-9%	x	-3	u	-8%
[14] O=C1CC(c2ccccc2)CN1 (centres undefined)
    0%	7	2	0%	12%	-2%	-3	0	2%	-9%
[15] O=C(Oc1ccc(C(=S)N2CCOCC2)cc1)c1ccc([N+](=O)[O-])cc1[N+](=O)[O-]
    1%	-6	2	8%	36%	0%	-8	1	u	8%
[16] COc1cccc(CN2CCCC(C(=O)c3ccccc3SC)C2)c1O (centres undefined)
    -1%	-72*	12	0%	7%	-1%	-38	1	-6%	-4%
[17] COc1ccc(Cn2c(O)c(/C=N/NC(=O)c3ccncc3)c(=O)[nH]c2=O)cc1
    22%	-5	12	5%	19%	0%	-27	4	x	6%
[18] COc1cccc(OC)c1C1=NCC(=O)Nc2c1oc1ccc(Br)cc21
    11%	0	-1	-5%	0%	7%	1	0	16%	8%
[19] COc1ccc(-c2[nH]ncc2CNC(C)Cc2cccc(C)n2)cc1F (centres undefined)
    9%	7	9	2%	1%	-4%	22	1	-4%	2%
[20] CC(C)Sc1nnc(OC(=O)N(C)C)n1-c1ccccc1
    7%	-13	-4	8%	1%	2%	0	-1	8%	0%
[21] CCCCn1c(=O)c(C(=O)Nc2ccccc2N)c(O)c2ccccc21
    7%	13	19	0%	-21%	1%	-8	0	1%	-17%
[22] O=C(NCc1cccnc1)NC1CCCCC1
    -1%	-12	-1	-1%	6%	x	-13	3	5%	-3%
[23] Cc1cccc([N+](=O)[O-])c1
    10%	-7	1	x	x	3%	1	x	x	x
[24] O=C(Nc1cccc(C(F)(F)F)c1)c1cccn(Cc2ccc3c(c2)OC(F)(F)O3)c1=O
    -20%	-4	x	-7%	-25%	6%	0	-11	-22%	4%
[25] CN1CCC(O)(c2cccs2)C(C(=O)c2cccs2)C1 (centres undefined)
    -3%	0	1	0%	-43%	5%	1	0	-1%	98%[activator]
[26] Cc1ccc(O)c(CN2CCC3CCC(C3)C2)c1 (centres undefined)
    4%	-3	x	x	-10%	x	5	x	x	x
[27] Cc1sc2ncn(CC(=O)N3CCC4(CC3)OCCO4)c(=O)c2c1C
    0%	7	-2	1%	7%	-7%	-2	1	3%	-7%
[28] CCCCC1(CN2CCCC2=O)C(=O)NC(=O)NC1=O
    0%	0	-2	-2%	-4%	-2%	-1	-1	-7%	-6%
[29] c1ccc2sc(NC3=NCCN3)nc2c1
    0%	-17	0	x	0%	-1%	-10	6	3%[11.5 µM]	-4%
[30] O=c1[nH]c(=O)n(Cc2ccc(F)cc2)c(O)c1C=NCCCN1CCOCC1
    4%	-4	-1	1%	12%	-6%	-3	3	1%	1%
[31] CC(=O)N1Cc2cnnn2-c2ccccc2C1C#N (centres undefined)
    7%	-17	x	x	2%	x	-1	x	x	x
[32] COc1ccccc1-n1c(CNCC2CCCO2)nc2ccccc2c1=O (centres undefined)
    -2%	4	-1	2%	-1%	9%	-1	6	15%	-3%
[33] Cc1nc2ccccc2c(=O)n1/N=C/c1cc(Br)cc(Br)c1O
    -14%	-3	x	x	-21%	x	-11	x	x	x
[34] O=C(Nc1ccc(Cl)cc1C(=O)c1ccccc1)c1ccco1
    -3%	5	15	-3%	30%	-4%	-1	3	-21%	-1%
[35] CCOC(=O)c1sc(N=Nc2c(O)[nH]c(=O)[nH]c2=O)c(C(=O)OCC)c1C
    x	x	-8	-4%	x	x	x	2	x	-1%
[36] C/C(=N\N1CCCCCC1)c1c(O)n(-c2ccccc2C)c(=O)[nH]c1=O
    0%	23	1	-2%	7%	-11%	10	3	6%	3%
[37] Cc1c(C(=O)O)cc(-c2ccccc2)n1Cc1ccccc1
    -8%	10	1	x	u	0%	-1	11	-7%	2%
[38] C[N+](C)(C)c1ccccc1
    -1%	-14	1	1%	x	-3%	-12	0	0%	2%
[39] c1ccc2c(NC3=NCCS3)cccc2c1
    4%	x	0	-4%	-22%	-1%	1	-1	2%	-5%
[40] CC(=NCc1cccnc1)c1c(O)n(-c2ccc(C)cc2)c(=O)[nH]c1=O
    3%	-21	2	4%	-13%	-13%	-3	5	-6%	14%
[41] Cc1nn(Cc2ccc(Cl)cc2Cl)c(Cl)c1C(=O)O
    -2%	4	0	13%	u	-3%	x	15	-6%	4%
[42] CC12CCC3C(CCC4CC(=O)OCC43C)C1CCC2O (centres undefined)
    0%	-11	x	x	0%	x	-5	x	x	x
[43] COC(=O)C1=C(c2ccc(S(C)(=O)=O)cc2)C[C@@H]2CC[C@H]1N2C(=O)NCCS(C)=O (some centres undefined)
    2%	1	x	x	-6%	x	-3	x	x	x
[44] N#Cc1ccc(NC(=O)CCNC(=O)c2ccco2)cc1Cl
    5%	-46	1	0%	16%	2%	-5	-2	-2%	6%
[45] CCOC(=O)C(O)(c1ccc(N(C)C(=O)COc2ccccc2)cc1)C(F)(F)F (centres undefined)
    1%	2	x	x	16%	x	2	x	x	x
[46] O=[N+]([O-])c1ccc(NC2CCCC2)c2ccncc12
    -7%	-18	4	9%	-9%	7%	-11	0	u	5%
[47] COc1ccccc1/C=N/N=C(/N)N[N+](=O)[O-]
    0%	-9	1	3%	20%	x	-2	0	13%	3%
[48] O=C(NC12CC3CC(CC(C3)C1)C2)OC1CN2CCC1CC2 (centres undefined)
    2%	2	3	3%	6%	-3%	1	4	-4%	0%
[49] Fc1ccc(C(OCCN2CCCC2)c2ccc(Br)cc2)cc1 (centres undefined)
    1%	-72*	4	-2%	21%	2%	u	2	-8%	5%
[50] Cc1ccc(N2CCNCC2C)cc1 (centres undefined)
    3%	-11	x	x	2%	x	-14	x	x	x
[51] COC1=C(C)C(=O)O[C@]12C(=O)C(C)=C1CCCCN3[C@H]([C@@H]4C[C@H](C)C(=O)O4)CC[C@]132
    1%	x	-2	x	-9%	-1%	x	x	x	x
[52] CCOc1ccccc1-n1c(O)c(C=NCCCn2ccnc2)c(=O)[nH]c1=O
    5%	8	-1	7%	-1%	-7%	-10	2	0%	-4%
[53] COc1cccc(/C=C2\N=C(c3cncc(Br)c3)OC2=O)c1
    -3%	3	2	-4%	24%	3%	-26	12	u	15%
[54] CC(=O)OC1C2CCCC1C(N1CCCC1)CC2 (centres undefined)
    2%&1%	8&23	-1&-6	0%&0%	-12%&-18%	8%&0%	-5&1	0&4	-6%&-3%	4%&5%
[55] COC(=O)C1=C(c2ccc(F)cc2OCc2ccccc2)C[C@@H]2CC[C@H]1N2C(=O)NCc1cc(C)oc1C(F)(F)F
    3%	3	x	x	-13%	1%	-17	x	x	x
[56] C=C1C(=O)O[C@@H]2C[C@@H](C)[C@@H]3C=CC(=O)[C@@]3(C)[C@@H](O)[C@H]12
    1%	-14	-4	-5%	x	48%	-6	4	-4%	-14%
